# Nrf2 inh – inhibitors of Nrf2 signaling; A549 ARE-Fluc reporter, luciferase luminescence, 18-24 h; hit rate 2.1% among 360,000; Potency, µM (doses to about 46 µM), without a hit: top-dose activity change, negative = inhibition, actives largely listed as inhibitors; AID 504444; note: potency is the fitted concentration of half-maximal effect; % is set by controls: 0 for no effect and ±100 for the full control effect; nearly all actives have a fitted effect of over 60% in size
#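 Quantitative HTS in A549 cells stably bearing an antioxidant response element-firefly luciferase construct. Inhibition of Nrf2-driven transcription was scored by luminescence after 18-24 h of compound exposure at 37 °C.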
# TGFb inhibitor – blocks TGF-b signaling; HepG2 CAGA-GFP TGF-b/SMAD3 reporter, GFP fluorescence, 18 h; TGF-beta stimulated, 500 pg/mL final; Potency, µM (series often up to 46.1 µM), without a hit: at the top dose activity, negative = inhibition, usual class: inhibitors; hit rate 1.2% among 410,000; note: potency is the fitted concentration of half-maximal effect; % is set by controls: 0 for no effect and ±100 for the full control effect; nearly all actives have a fitted effect of over 65% in size
#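 HEPG2 CAGA-GFP, 1000 cells/well; 2 h settle, 37 C; cpd via pin tool; TGF-b 500 pg/mL final; 18 h, 37 C; GFP imaging ex488/em500-530; %Activity normalised to -TGF-b and +DMSO controls; CRC fit, curve class.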
# IL-2 act – activators of IL-2. IL-2 activation reporter assay, cell-based qHTS; stimulated with anti-CD3/CD4/CD28 beads; in transgenic mouse T cells. activation, % (series mostly up to about 46 µM). hit rate 0.065% among 360,000; in the data active = activation above about 50%; inconclusive = mostly about 30% to 49%; note: 0% is about no effect
#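 First, unstimulated transgenic mouse T cells were exposed to compound for 60 min. Next, anti-CD3/anti-CD4-coated beads with anti-CD28 were added. Finally, after 18 h at 37 degrees C, EGFP and DsRed were imaged.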
# ATXN viability – reduces viability in counter-screen for ATXN expression inhibitors; S2 cells (HEK-293 line with an ATXN2-luciferase reporter) viability, CellTiter-Fluor protease fluorescence, 24 h; hit rate 0.49% among 400,000; AID 651635; Potency, µM (top dose mostly 56.7 µM), hits mostly cytotoxic; note: potency is the fitted concentration of half-maximal effect; nearly all actives have a fitted effect of over 40% in size
# ATXN2 expr inh – reduces ATXN2 reporter expression in HEK-293 cells; HEK-293 ATXN2-luciferase reporter, luminescence, 24 h; Potency, µM (top dose mostly 57 µM), for inactives: top-dose activity change, negative = inhibition, actives largely listed as inhibitors; hit rate 0.72% among 360,000; AID 1745845; note: potency is the fitted concentration of half-maximal effect; % is set by controls: 0 for no effect and ±100 for the full control effect; nearly all actives have a fitted effect of over 55% in size
#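 qHTS (up to 57 uM final) was run with 24 h compound exposure of reporter cells at 37 °C. Each well was multiplexed: SteadyGlo luminescence measured ATXN2-luciferase expression after a fluorogenic Gly-Phe-AFC viability readout (25 uM final).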
# A549 viability – kills or reduces viability of A549 cells in Nrf2 counter-screen. A549 ARE-Fluc cells, CellTiter-Fluor viability, 18-24 h. Potency, µM (highest dose often 46 µM), inactives show at the highest dose activity change, negative = cytotoxicity, usual class: inhibitors. hit rate 0.16% among 390,000. AID 504648; note: potency is the fitted concentration of half-maximal effect; % is set by controls: 0 for no effect and ±100 for the full control effect
#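 A549 ARE-Fluc cells in 5% FBS OPTI-MEM, 5000 cells/well, rested 2 h then exposed to compounds in concentration-response for 18-24 h at 37 °C. Viability by CellTiter-Fluor fluorescence (Ex 405/Em 525) after 30 min; luciferase luminescence (BugLite, 15 min, RT) read afterwards.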
# Nrf2 ARE act – activators of Nrf2 (ARE) signaling | Potency, µM (series often up to 46.1 µM), inactives show top-dose activation, most hits filed as activators | hit rate 0.31% among 410,000 | AREc32 ARE-luciferase reporter (MCF7-derived line), luminescence, 24 h; note: potency is the fitted concentration of half-maximal effect; % of control where 0% means no effect; nearly all actives have a fitted effect of over 65% in size
#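 ARE activation measured as luciferase luminescence (Steady-Glo, 30 min RT) in AREc32_Fluc cells after 24 hr compound exposure at 37 deg C, 5% CO2; cells seeded overnight at 1000/well in OPTI-MEM, 5% FBS.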
# HepG2 viability – kills HepG2 cells in TGF-b inhibitor counter-screen. HepG2 CAGA-GFP viability, ATP luminescence, 18 h. Potency, µM (titrated, usually from 46.1 µM), without a hit: at the highest dose activity change, negative = cytotoxicity, actives largely listed as cytotoxic. hit rate 0.76% among 410,000. AID 588856; note: potency is the fitted concentration of half-maximal effect; some results filed as inactive show a strong effect at the top dose
#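 HepG2 CAGA-GFP cells (1000/well, DMEM with 1% FBS) received compound, then TGF-beta at 500 pg/mL final, and were incubated 18 hours at 37 degrees C. Viability was read by CellTiter-Glo luminescence. Media-only wells were set as complete cell-killing and DMSO as no toxicity.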
# EPAC2 agonist – activates human EPAC2 exchange factor. Q8WZA2. EPAC2 activation, biochemical qHTS; response scale: 100% = 6.5 mM cAMP response. Potency, µM (highest dose often 154 µM), without a hit: top-dose activation, hits mostly activators. hit rate 0.079% among 360,000. AID 720711; note: potency is the fitted concentration of half-maximal effect; nearly all actives have a fitted effect of over 50% in size
# Target sequence (Q8WZA2 whole entry, looked up): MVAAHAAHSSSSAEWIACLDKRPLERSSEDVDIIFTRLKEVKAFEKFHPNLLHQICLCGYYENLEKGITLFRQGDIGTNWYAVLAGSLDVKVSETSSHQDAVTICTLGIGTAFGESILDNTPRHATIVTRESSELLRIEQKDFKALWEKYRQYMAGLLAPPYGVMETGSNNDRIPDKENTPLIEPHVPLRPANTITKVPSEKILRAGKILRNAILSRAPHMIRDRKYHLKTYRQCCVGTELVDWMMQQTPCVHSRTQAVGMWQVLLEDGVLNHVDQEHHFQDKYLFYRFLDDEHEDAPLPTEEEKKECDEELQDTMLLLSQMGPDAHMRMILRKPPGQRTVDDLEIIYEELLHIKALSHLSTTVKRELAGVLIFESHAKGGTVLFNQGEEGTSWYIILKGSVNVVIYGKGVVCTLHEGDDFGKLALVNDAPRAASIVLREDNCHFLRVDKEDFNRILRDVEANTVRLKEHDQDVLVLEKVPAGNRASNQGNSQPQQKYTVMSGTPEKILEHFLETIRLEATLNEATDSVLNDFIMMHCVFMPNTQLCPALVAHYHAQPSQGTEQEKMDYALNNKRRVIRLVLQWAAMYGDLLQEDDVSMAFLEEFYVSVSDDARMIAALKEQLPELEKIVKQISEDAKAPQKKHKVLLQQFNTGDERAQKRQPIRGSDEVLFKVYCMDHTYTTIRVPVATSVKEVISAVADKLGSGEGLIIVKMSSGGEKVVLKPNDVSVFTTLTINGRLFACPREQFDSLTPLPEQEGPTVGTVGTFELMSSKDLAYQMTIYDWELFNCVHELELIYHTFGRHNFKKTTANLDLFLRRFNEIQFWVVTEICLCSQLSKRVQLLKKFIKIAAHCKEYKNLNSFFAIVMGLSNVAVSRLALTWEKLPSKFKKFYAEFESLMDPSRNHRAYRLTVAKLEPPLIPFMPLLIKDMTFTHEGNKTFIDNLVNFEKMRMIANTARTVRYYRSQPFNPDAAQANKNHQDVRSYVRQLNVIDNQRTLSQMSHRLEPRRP
#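 Guanine nucleotide exchange by EPAC2 is measured as reduced fluorescence of BODIPY-GDP once it is released from 250 nM Rap1B. Plates are read kinetically for 30 min at room temperature; results are scaled to 6.5 mM cAMP.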
# Starred values were filed as active, the others as inactive; i = inactive; ? = inconclusive; . = not tested or not shown; & = joins results of further samples; [ ] = another dose, or the depositor's remark. Unless noted, calls come from the whole dose curve; as a rule, active = well fitted curve in the direction sought with a large enough effect; inconclusive = small, poorly fitted or top-dose-only effect, or another doubt; inactive = no such curve, though single readings can be large; an effect the other way counts as inactive or inconclusive. The order is random. Share with any hit: about 4.3%.
# Second line of a record: Nrf2 inh	TGFb inhibitor	IL-2 act	ATXN viability	ATXN2 expr inh	A549 viability	Nrf2 ARE act	HepG2 viability	EPAC2 agonist
> CCCCOC(=O)c1c(C)oc2ccc(NS(=O)(=O)c3ccc(F)cc3C)cc12
 : -21%	14µM*	.	?	?	-11%	-2.1%	-106%	.
> CC(=O)N(Cc1cc2c(C)cc(C)cc2[nH]c1=O)C1CCCCC1
 : -3%	1%	-0.2	i	-1%	4%	-0.8%	-6%	9%
> O=C(Nc1nc(-c2ccccc2)ns1)c1cccs1
 : 6%	?	-1.9	i	36%	2%	21%	-42%	11%
> Cc1ccc(NC(=O)Cn2cnc3sc(C)c(S(=O)(=O)N4CCN(c5ncccn5)CC4)c3c2=O)cc1F
 : 1%	0%	.	i	5%	-7%	0.4%	0%	.
> CC1=NN(C(N)=S)C(=O)C1N=Nc1cccc([N+](=O)[O-])c1 (stereo not given)
 : ?	0%	-0.4	?	19%	1%	12%	-13%	3%
> CCOC(=O)c1ccc(Nc2nc(C)cc(C)n2)cc1
 : 4%&11%	9%&-2%	0.8	i	15%	-2%&-3%	2.7%&0.3%	4%&-21%	-7%
> COc1ccc(NC(=O)CCCCCn2nnc3ccccc3c2=O)cc1
 : ?	-5%	0.1	i	?	13%	0.0%	0%	3%
> Cc1ccc(C)c(N2CCN(S(=O)(=O)c3c(C)noc3C)CC2)c1
 : -19%	-7%	0.5	i	-11%	9%	-0.2%	-24%	1%
> Cc1ccc(C(=O)Nc2ccc(N3CCN(C(=O)c4cccs4)CC3)cc2)c(Cl)c1
 : 23µM*	?	-2.5	?	?	-12%	0.1%	-19%	-3%
> COC(=O)c1ccc(Cn2c(C)c(C(=O)NCc3cccc([N+](=O)[O-])c3)sc2=O)o1
 : .	-2%	-0.2	i	9%	.	-0.6%	6%	8%
> O=C(C1CCN(C2CC(=O)N(Cc3ccccc3)C2=O)CC1)N1CCCCCC1 (stereo not given)
 : .	4%	4.6	i	21%	0%	0.2%	0%	2%
> CC(C)N1CCc2c(sc(NC(=O)c3ccc(S(=O)(=O)N4CCOCC4)cc3)c2C#N)C1
 : -7%	0%	4.5	i	-3%	-10%	0.2%	-31%	100µM*
> Cc1cc2occ(CC(=O)N(C)CC(=O)Nc3cccc(F)c3)c2cc1C
 : 26µM*	-15%	-1.7	i	-5%	?	3.4%	-17%	-1%
> CCCNC(=O)CC1C(=O)N(Cc2ccccc2)C(C)c2nc3ccccc3n21 (stereo not given)
 : -11%	-3%	-1.5	i	2%	-2%	0.0%	6%	-9%
> CCN(CC)C(=O)Cn1cnc2ccccc2c1=O
 : 14%	0%	-2.8	i	2%	4%	3.8%	5%	2%
> Cn1c(SCC(=O)NCC2CCCO2)nc2c(c1=O)SCC2 (stereo not given)
 : 7%	-3%	-0.3	i	0%	1%	-0.9%	11%	7%
> CCN1CCN(C(=O)c2cc3c(=O)n4ccccc4nc3s2)CC1
 : ?	-1%	0.2	i	15%	0%	4.5%	-7%	9%
> CCC(=O)Nc1sc2c(c1C(=O)Nc1cccc(C)c1)CCCC2
 : .	-18%	.	i	-9%	3%	2.9%	-27%	.
> CC(=O)c1ccc(N2CCN(c3nc4c(S(=O)(=O)c5ccccc5)nnn4c4ccc(Cl)cc34)CC2)cc1
 : -1%	0%	.	i	4%	-12%	0.2%	1%	.
> COc1cccc(N2C(=NC(=O)c3ccccc3)SC3CS(=O)(=O)CC32)c1 (stereo not given)
 : -14%	-1%	2.8	i	-9%	1%	-0.3%	16%	3%
> COc1ccccc1CNC(=O)CN(C)CC(=O)Nc1cccc(F)c1
 : 3%	-21%	-1.1	i	-11%	-2%	-0.1%	-55%	-15%
> CSc1ccc(CNCc2ccc3c(c2)OCO3)cc1
 : -14%	-13%	-1.5	i	-11%	1%	0.1%	-18%	20%
> C(=N\Nc1nc(-c2cccnc2)nc2ccccc12)/c1ccccc1
 : -2%	-26%	-4.5	.	-28%	-11%	4.9%	-15%	2%
> Nc1cccc(NC(=O)c2cccs2)c1
 : 7%	-10%	1.2	i	3%	-14%	10%	-2%	-4%
> CC/C(=N/NC(=O)c1ccc(Br)cc1)c1ccc(OCCN2CCOCC2)cc1
 : ?	15%	-3.1	?	2%	1%	8.1%	8%	2%
> CC(=O)NC(c1ccco1)c1cc(Cl)c2ccccc2c1O (stereo not given)
 : 4%	1%	-0.1	i	-11%	-8%	?	2%	-1%
> Cc1ccc(O)c(NC(=O)c2ccco2)c1
 : ?	2%	0.4	i	20%	8%	?	-30%	-16%
> COC(=O)Oc1c(Br)c(=O)oc2ccccc12
 : -4%	-10%	-0.5	?	6%	-6%	0.2%	3%	0%
> COC(=O)C(NC(=O)C(C)Oc1ccccc1)C(C)C (stereo not given)
 : 1%	-6%	-1.2	i	-3%	11%	0.3%	0%	12%
> O=[N+]([O-])c1ccc(-c2nnc3cccc(Cl)n23)cc1
 : 0%	-12%	-0.4	i	7%	17%	0.6%	-2%	3%
> CCCN(CCO)Cc1ccc(Cl)c(Cl)c1
 : 11%	-6%	-1.4	i	-2%	5%	-0.4%	-15%	7%
> N/C(=N\OS(=O)(=O)c1ccccc1)c1ccncc1
 : 17%	0%	-0.1	i	1%	-11%	0.8%	-2%	-4%
> COCCNc1nc(Nc2ccccc2Cl)c2sccc2n1
 : .	?	1.6	?	-22%	.	4.8%	-23%	6%
> Cc1cc(C(=O)Nc2ccccc2)oc1C
 : ?	-6%	0.0	i	14%	-10%	0.4%	-15%	8%
> COc1ccc(Cl)cc1NCCC(O)c1ccc(F)cc1 (stereo not given)
 : 6%	?	-0.4	i	.	14%	3.6%	-37%	17%
> CCOC(=O)N(NC(=O)C(O)(C(C)C)C(C)C)c1ccccc1
 : -11%	-4%	-2.1	i	.	-6%	-0.4%	-9%	8%
> C=CCNc1nc(-c2sc(NC(=O)C(C)(C)C)nc2C)c(-n2cc(-c3ccccc3)nn2)s1
 : .	.	-0.6	?	?	.	-0.5%	.	4%
> O=C(CNC(=O)C1CCCCC1)NNC(=O)c1ccc(Cl)cc1Cl
 : 4%	16%	0.6	i	8%	0%	-0.5%	3%	3%
> O=S(=O)(Nc1ccccc1N1CCOCC1)c1c(F)cc(F)cc1Br
 : ?	-16%	0.2	i	-17%	1%	0.0%	-74%	1%
> C/C(=N\NC(=O)c1c(C)nc2ccccn12)c1ccc(C(C)(C)C)cc1
 : ?	5%	-0.3	i	9%	0%	3.7%	-26%	-5%
> Cc1cccc(COc2ccc(-c3cc(C(F)(F)F)n4nc(C)cc4n3)cc2)c1
 : ?	-8%	.	i	14%	0%	-0.8%	-33%	.
> COC(=O)C1(CCSC)NC(c2ccccc2F)C2C(=O)N(c3ccc4c(c3)OCCO4)C(=O)C21 (stereo not given)
 : 2%	21%	-0.8	i	6%[11.3 µM]	1%	-0.1%	-4%	5%
> C/C(CC(=O)Nc1cccc(C(F)(F)F)c1)=N\NC(=O)Cc1ccccc1
 : -7%	-2%	-0.9	i	-24%	-14%	3.2%	3%	-1%
> O=C(COc1ccc(Cl)cc1)N1CCN(C(=O)c2cccc(F)c2)CC1
 : 2%	-1%	-3.3	i	6%	-2%	-0.2%	6%	-11%
> Cc1ccc(NC(=O)N(CCCN2CCOCC2)Cc2cccs2)cc1C
 : -19%	-3%	-0.4	i	-4%	4%	2.7%	-21%	1%

# Ordered by value in Nrf2 inh (smallest number first): three from the list above.
SMILES,Nrf2 inh,IL-2 act,EPAC2 agonist
Cc1ccc(NC(=O)N(CCCN2CCOCC2)Cc2cccs2)cc1C,-19%,-0.4,1%
COC(=O)C1(CCSC)NC(c2ccccc2F)C2C(=O)N(c3ccc4c(c3)OCCO4)C(=O)C21 (stereo not given),2%,-0.8,5%
N/C(=N\OS(=O)(=O)c1ccccc1)c1ccncc1,17%,-0.1,-4%

# (listing goes on)
# Second line of a record: Nrf2 inh	TGFb inhibitor	IL-2 act	ATXN viability	ATXN2 expr inh	A549 viability	Nrf2 ARE act	HepG2 viability	EPAC2 agonist
> CC(C)(C)N1NC2(CCCCC2)NC1=S
 : -12%	-18%	-1.9	i	-3%	2%	0.4%	-2%	10%
> Cc1cccc(/C(N)=N/OC(=O)c2cccnc2)c1
 : ?	-13%	0.0	i	93%[activator]	2%	13%	-19%	6%
> O=C(NCC1CCCO1)C1CCC(=O)N1CCc1ccccc1 (stereo not given)
 : -7%	-1%	0.3	i	-6%	-2%	-1.0%	-2%	6%
> CCOc1ccccc1NC(=O)COn1nnc2ccc(Cl)cc21
 : 9%	29%	0.2	i	-12%	5%	0.1%	2%	7%
> COCOc1ccc(-c2cc(=O)c3c(OCOC)cc(OCOC)cc3o2)cc1
 : -6%	29%	-0.5	i	17%	-2%	10%	-18%	5%
> COc1ccccc1N1CCN(C(=O)CCNC(=O)c2ccco2)CC1
 : 2%	3%	-0.2	i	16%	2%	0.3%	-2%	3%
> CCOC(=O)[C@]12CCC=C1N(Cc1ccco1)C(=O)[C@H](CC(=O)N1CCSCC1)C2
 : .	.	-0.9	?	6%	.	0.3%	.	3%
> CCOc1ccc(CCNC(=O)COC(=O)c2nccnc2N)cc1OCC
 : 0%	5%	-0.9	i	7%	0%	0.3%	-3%	-4%
> CS(=O)(=O)N(Cc1ccc(C(=O)NN=C2CCCC2)cc1)c1ccccc1
 : 9%	0%	-0.3	i	-23%	-4%	-0.3%	-9%	6%
> Cc1cccc(NC(=O)CSc2cn(CC(=O)N3CCC(C)CC3)c3ccccc23)c1C
 : -13%	-24%	.	.	.	-3%	-0.7%	-11%	.

# High-throughput results deposited in PubChem BioAssay by National Center for Advancing Translational Sciences (NCATS).
